Assay outcomes from PubChem BioAssay.
aDG glyco act: increases alpha dystroglycan glycosylation | hit rate 0.22% among 360,000 | Pro5-aDG cells, alpha-DG glycosylation AlphaScreen (IIH6); 0% Pro5, 100% B10-LARGE cell signal | activation, % at 10 µM;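 active = activation of at least 8% versus controls, or a plate z-score of at least 8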;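 note: Pro5 are CHO cells carrying HIG-tagged alpha-DG that lacks glycosylation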
NOD2-RIPK2 inh: blocks binding of human NOD2 to RIPK2; hit rate 0.38% among 360,000; CHO BLA complementation NOD2-RIPK2, CCF4 ratio; O43353; inhibition, % at 4.98 µM; in the data active = inhibition above about 21%;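 note: 0% = vehicle only and 100% = reference blocker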
MC4R antag cAMP: blocks human MC4R cAMP signaling. inhibition, % at 6.5 µM. hit rate 0.48% among 360,000. P32245. MC4R-expressing cells, MTII-stimulated cAMP, LANCE TR-FRET. AID 540295;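 active = inhibition above its plate's cutoff, the mean of tested wells on that plate plus 3 SD, cut at about 29% in these data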;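 note: 0% = Melanotan II alone and 100% = Melanotan II plus saturating MCL0020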
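Assay system: U2OS-MC4R stable cell line; Also added: Melanotan II; Technique: Eu-cAMP/anti-cAMP TR-FRET, emission 671 nm; Times: 30-min compound, 1-h challenge, 1-h detection, room temperature.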
MC4R ag barr: human MC4R agonism via beta-arrestin. activation, % at 8.9 µM. AID 540308. U2OS MC4R beta-arrestin complementation, luminescence; percent of melanotan II response, DMSO zero. P32245. hit rate 0.98% among 360,000;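 active = activation above a per-plate cutoff, the mean activation of sample wells on that plate plus 3 SD, cut at about 8% in these data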
TLR9-MyD88 inh: TLR9-MyD88 interaction inhibition. Q9NR96+Q99836. CHO BLA complementation TLR9-MyD88, CCF4 FRET ratio. inhibition, % at 4.98 µM. hit rate 0.21% among 340,000. AID 504734;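 active = inhibition above the mean over all tested compounds plus 3 SD, cut at about 21% in these data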;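 note: 0% = DMSO only wells and 100% = clavulanate BLA inhibitor control wells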
ABHD5 PLIN5 PPI: ABHD5-PLIN5 protein interaction inhibition | hit rate 0.78% among 360,000 | inhibition, % at 4 µM | Split G. princeps luciferase complementation, luminescence, 4 h | Q00G26+Q8WTS1;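 active = inhibition above the mean inhibition across every tested compound plus 3 SD, cut at about 22% in these data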;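 note: 0% = DMSO only wells and the 100% control is not disclosed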
Target sequence (Q00G26 whole entry, looked up): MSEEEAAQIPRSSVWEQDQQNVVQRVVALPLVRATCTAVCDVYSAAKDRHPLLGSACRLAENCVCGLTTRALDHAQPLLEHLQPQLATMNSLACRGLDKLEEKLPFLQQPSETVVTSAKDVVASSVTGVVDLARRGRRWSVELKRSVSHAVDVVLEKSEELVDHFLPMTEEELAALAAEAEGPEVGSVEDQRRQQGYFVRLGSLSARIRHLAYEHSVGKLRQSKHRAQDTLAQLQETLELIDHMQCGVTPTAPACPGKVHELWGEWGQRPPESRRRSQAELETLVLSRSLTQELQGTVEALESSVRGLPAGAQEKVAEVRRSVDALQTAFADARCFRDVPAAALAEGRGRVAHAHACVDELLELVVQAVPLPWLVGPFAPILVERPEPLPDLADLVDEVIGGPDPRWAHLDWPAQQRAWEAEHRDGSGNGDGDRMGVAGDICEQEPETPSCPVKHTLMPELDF
Target sequence (Q8WTS1 whole entry, looked up): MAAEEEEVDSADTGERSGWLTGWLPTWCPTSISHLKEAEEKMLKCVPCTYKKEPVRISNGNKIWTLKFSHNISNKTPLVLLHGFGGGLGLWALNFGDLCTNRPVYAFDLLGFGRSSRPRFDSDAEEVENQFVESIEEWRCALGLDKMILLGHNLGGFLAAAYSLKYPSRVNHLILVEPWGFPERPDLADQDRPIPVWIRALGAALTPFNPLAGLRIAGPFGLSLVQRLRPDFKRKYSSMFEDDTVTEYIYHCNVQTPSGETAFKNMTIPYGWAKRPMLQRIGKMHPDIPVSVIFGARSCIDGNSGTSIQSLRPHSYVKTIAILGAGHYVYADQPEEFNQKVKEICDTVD
Granule exo inh: blocks lytic granule exocytosis; inhibition, % at 10 µM; hit rate 0.66% among 360,000; TALL-104 LAMP-1 surface exposure, flow cytometry; cells stimulated with thapsigargin and PMA;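 active = inhibition above about 55%, limit read from the data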
ABCB6 inh MLPCN: inhibitors of human ABC transporter ABCB6. Q9NP58. hit rate 0.19% among 360,000. K562-ABCB6 porphyrin accumulation, flow cytometry, 1 h; stronger effect = lower value. fluorescence ratio to DMSO, % at 10 µM;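 active = fluorescence ratio to DMSO below 75%, the collection mean minus 3 SD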;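 note: signal is porphyrin accumulated inside mitochondria; 100% equals median channel fluorescence of DMSO control wells; lower ratio means ABCB6 inhibition with less porphyrin fluorescence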
Vif inh: blocks HIV Vif function. HEK293T cells, Vif self-association by quenched fluorescence, imaging, 24 h. inhibition, % at 7.49 µM. hit rate 0.35% among 340,000. AID 602346; in the data active = inhibition above about 50%, passing the limit was not always enough; note: some results filed as inactive read as strong as hits
Glyco luc inh: blocks N-linked glycosylation in D54 reporter cells | hit rate 0.23% among 360,000 | reporter increase, % at 12.5 µM | D54 ERlucT glycosylation luciferase reporter, 24 h; percent of 100 nM tunicamycin response;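 active = mean luciferase reporter signal, scaled so untreated is 0 and the glycosylation-blocking control 100, at or above a set limit in every replicate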;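 note: luciferase carries N-glycosylation sites so blocking glycosylation raises the light; 0% = median of neutral control wells and 100% = median of 100 nM tunicamycin wells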
Numbers without * were called inactive; nt = not tested or not shown. Some of the compounds tested, so the mix of outcomes need not match the whole.

mol,MC4R antag cAMP,aDG glyco act,NOD2-RIPK2 inh,Granule exo inh,MC4R ag barr,ABCB6 inh MLPCN,Glyco luc inh,ABHD5 PLIN5 PPI,Vif inh,TLR9-MyD88 inh
CC(C)NCC(O)COCCOc1ccc(C(C)(C)C)cc1 (configuration not stated),9,0.1,-4,0,-1.7,103,-1,4,3,-5
CCOc1ncccc1C(=O)Nc1nnc(C2CC2)s1,4,-0.2,-8,-4,1.3,92,0,-3,-6,2
COc1cc(C2NCC(c3ccc(Cl)cc3Cl)c3c2[nH]c2ccccc32)cc(OC)c1OC (configuration not stated),36*,0.2,-4,-1,6.5,101,-6,-2,-13,2
CC(=O)Nc1nc(C=C(Cl)Cl)cs1,25,-0.3,-8,1,-1.0,94,2,-10,-2,-2
COc1cccc(C(O)c2nc(-c3ccc(F)cc3OC)cs2)c1 (configuration not stated),2,-0.2,0,10,-1.3,94,-1,3,-5,nt
COc1ccc(C(O)Cc2nc3ccccc3n2C)cc1OC (configuration not stated),6,-0.2,-6,-3,-0.6,97,-1,4,5,-5
O=c1oc2ccccc2c(NCCO)c1[N+](=O)[O-],9,0.0,1,-3,1.2,87,1,-3,-4,-17
Cc1nn(CC(=O)NC2CCC(C)CC2)c(C)c1[N+](=O)[O-] (configuration not stated),4,-0.2,-4,-1,-1.0,98,1,3,-2,-6
Cc1c(CN2CCCC(C(=O)c3cccc(Cl)c3)C2)c(=O)n(-c2ccccc2)n1C (configuration not stated),1,0.1,-5,1,-0.9,99,-2,2,13,-2
C=CCN(CC=C)S(=O)(=O)c1ccc2nsnc2c1,4,-0.1,-12,4,1.9,100,-2,2,0,2
CCCc1ccc2c(C(F)(F)F)cc(C(F)(F)F)cc2n1,nt,0.3,-3,-1,nt,99,-2,-8,2,nt
COc1ccc(S(=O)(=O)NC(Cc2cnc[nH]2)C(=O)O)cc1 (configuration not stated),17,0.0,-6,2,-1.1,91,2,-5,-1,-3
COc1ccc(CCNC(=O)CCCCC(=O)NCCc2ccc(OC)c(OC)c2)cc1OC,-4,0.1,-11,-5,3.9,96,0,-4,-14,-4
Cc1cccc(C)c1NC(=O)C(NS(=O)(=O)c1cccs1)c1ccccc1 (configuration not stated),-3,0.2,-2,5,0.0,94,1,0,5,1
CCC(CC)C(=O)Nc1nnc(S(=O)(=O)N2c3ccccc3CC2C)s1 (configuration not stated),6,0.2,-8,-2,5.8,96,1,-1,22,2
Nc1nc(N)c(N=Nc2ccc(S(N)(=O)=O)cc2)c(=O)[nH]1,-28,-0.1,-4,2,-1.0,104,1,8,-9,-1
CCOC(=O)C1CCCCN1Cc1cccc(F)c1 (configuration not stated),3,0.2,-12,0,-0.3,103,2,6,-6,-9
Oc1ccccc1O,-6,0.2,9,8,-0.1,107,-1,-8,2,-10
Nc1nc(-c2ccc(Cl)cc2)cc(C(F)(F)F)n1,-7,0.0,-1,2,4.3,103,2,-2,nt,9
Cc1ccc(Cn2c(C3CCCN3c3nc(-c4ccc(F)cc4)cs3)nc3cc(C(F)(F)F)ccc32)cc1 (configuration not stated),9,-0.2,-11,-4,-0.3,102,-1,-12,0,0
CCOC(=O)c1ccc(S(=O)(=O)NNC(=O)c2ccc3c(c2)nc(C)n3CC)cc1,4,0.0,-4,9,-4.8,95,0,-4,-2,-3
CCOC(=O)CSc1nnc2n(Cc3ccccc3)c(=O)c3c4c(sc3n12)CCC4,2,0.6,-3,-2,-0.1,92,-1,14,-7,3
CN(C)S(=O)(=O)c1cccc(NC(=O)Cn2cnc3ccccc3c2=O)c1,5,-0.4,-8,-3,-2.5,98,0,4,-18,-9
O=C(c1cc(-c2cccnc2)nc2ccccc12)N1CCN(S(=O)(=O)c2ccc(Cl)s2)CC1,9,0.9,-3,12,-0.9,99,-2,0,1,-1
Nc1c(-c2ccc3c(c2)OCCO3)oc2ccccc2c1=O,1,0.2,2,1,1.0,97,-4,-1,0,6
Cc1ccccc1N=Nc1c(C)[nH]n(C(N)=S)c1=O,-1,0.2,2,-2,-3.1,103,2,2,-12,3
O=C(c1ccco1)N1CC2(CC(c3ccc(Cl)cc3)=NO2)CN1Cc1ccc(Br)cc1 (configuration not stated),4,0.5,-1,0,0.9,100,-4,-2,-5,6
CCN1CCN(c2ncc3c(n2)CC(c2ccc(OC)c(OC)c2)CC3=O)CC1 (configuration not stated),-3,-0.2,-6,-7,-0.2,100,3,-4,-12,-1
COc1cccc(C(=O)OCC(=O)NCc2ccc3c(c2)OCO3)c1OC,1,0.4,-12,20,0.6,98,0,9,-5,3
Brc1ccc(-c2csc3ncnc(-n4nnc5ccccc54)c23)cc1,-5,0.2,4,13,0.5,103,-2,2,-2,-6
CCOc1ccc(S(=O)(=O)N2CCCCC2)cc1NC(=O)CCNC(=O)c1ccco1,14,0.0,-8,-2,-4.0,96,5,2,5,8
COC(=O)C(C#N)c1nc2ccccc2nc1N1CCCC1 (configuration not stated),-10,1.1,4,-2,0.0,115,3,11,-1,-4
O=C(COc1cccnc1[N+](=O)[O-])N1CCc2ccccc21,2,-0.2,-4,1,1.5,83,2,-1,1,-3
CC(=O)Oc1ccc2ccccc2c1C(NC(=O)Cc1ccccc1)c1ccc(Cl)cc1 (configuration not stated),6,0.0,-7,2,-0.8,95,-4,-6,-1,1
Cc1ccc(N=C2NC(=O)/C(=C/c3cccnc3)S2)c(C)c1,15,0.0,-5,2,-1.6,100,-2,18,-12,0
N#C/C=C(/N)c1ccc(Br)cc1,5,0.0,-7,-1,-1.2,106,2,-4,5,-2
COc1ccc(C2C/C(=N\O)C(C)(C)O2)cc1 (configuration not stated),1,-0.3,-3,-3,-0.1,95,2,-7,5,2
COC(=O)Cn1cnc2sc3c(c2c1=O)CCCC3,2,-0.1,-7,-3,-2.8,94,0,-3,20,9
Cc1ccc(NC(=O)CCC(=O)NNC(=O)c2ccccc2)c(C)c1,9,-0.2,-8,5,0.9,100,3,-5,3,-4
Cc1cc[n+](-c2[nH]c(=O)sc2/C=N/NC([S-])=Nc2ccccc2)cc1C,-21,-0.2,1,1,-1.6,89,3,-11,-12,3
CCCC(C)NC(=O)COC(=O)c1ccc2c(c1)C(=O)N(Cc1ccco1)C2=O (configuration not stated),15,0.1,0,33,1.0,97,-1,3,7,-19
Cc1ccc(OCC(O)CN2CCOCC2)cc1 (configuration not stated),9,-0.1,17,3,-0.3,92,0,-6,-2,-9
COc1ccc(N(CC(=O)Nc2cccc(C)c2C)S(=O)(=O)c2c(C)[nH]c(=O)[nH]c2=O)cc1,-3,-0.1,7,-1,-2.8,97,1,-3,2,5
O=C(Nc1cc(S(=O)(=O)N2CCOCC2)ccc1Cl)c1cc(=O)c2ccccc2o1,-14,-0.6,-6,-7,0.2,93,-6,3,-14,7
COc1ccc(-n2nc3c(c2NC(=O)C(C)Cl)CSC3)cc1 (configuration not stated),5,-0.5,-7,4,-1.2,101,1,5,-4,4
Cc1cccc(NC(=O)C(C)Sc2ncnc3sccc23)c1 (configuration not stated),4,0.9,3,2,-1.8,99,0,0,-28,3
CCOC(=O)[C@]12CCCC=C1N(Cc1ccc3c(c1)OCO3)C(=O)[C@H](CC(=O)NCc1cccc3ccccc13)C2,nt,0.1,1,4,nt,96,nt,3,nt,nt
CCN(CC(=O)Nc1ccccc1OC)C(=O)c1ccc(NC(=O)c2cccs2)cc1,5,-0.1,6,1,-4.3,95,-2,-4,-4,-9
CCN(CC)CCCNC(=O)C1CCC(=O)N(c2ccc(OC)cc2)C1c1ccc(F)cc1 (configuration not stated),11,0.0,3,3,-2.4,99,2,-3,-6,4
Cc1[nH]c2ccccc2c1C(=O)CN1C(=O)NC2(CC(C)CC(C)(C)C2)C1=O (configuration not stated),-4,0.1,-8,-2,0.3,97,3,2,7,-10
O=C(CCCc1ccccc1)NCCCc1ccccc1,4,-0.1,1,13,-1.5,94,1,2,11,5
Cc1cc(C)c([C@@H]2C[C@H]3CN(C4CCCC4)C(=O)[C@]34CCCN24)c(-n2cccn2)c1,-1,0.1,4,-3,0.3,100,0,-7,-14,7
COC(=O)C1=C(C)NC2=C(C(=O)c3ccccc32)C1c1ccc(-c2ccc(C(=O)O)cc2)o1 (configuration not stated),4,-0.5,0,33,2.2,122,1,18,-9,7
CCC(C)NC(=O)c1ccc2c(c1)S(=O)(=O)c1ccccc1C2=O (configuration not stated),-2,0.1,-11,-2,-3.3,95,0,-3,-7,-4
COc1ccc(/C=C/C(=O)OCC(=O)Nc2cc(C(F)(F)F)ccc2Cl)cc1,0,0.0,-9,-2,0.5,102,4,3,nt,-5
Cc1ccccc1C(=O)Nc1cccc(-c2nnc(SCC(=O)O)n2C)c1,6,0.2,1,-1,-2.0,96,0,-2,0,7
Cn1c(SCC(=O)N2CCCC2)nc2c(c1=O)SCC2,9,0.0,-1,1,1.3,96,0,-3,16,-8
COCCN(Cc1cc2cc(C)ccc2n2nnnc12)C(=S)Nc1cccc(C)c1,5,-0.4,-1,-4,-1.2,87,2,2,-2,0
CCOC(=O)C1=C(Cn2cnc3ccccc32)NC(=O)NC1c1ccc(Cl)cc1 (configuration not stated),15,2.9,-2,0,-1.3,110,7,0,nt,3
CCC(C(=O)NC1CCCC1)N(C(=O)Cn1nnc(-c2ccc(C)o2)n1)c1ccccc1OC (configuration not stated),5,0.1,7,15,-0.9,96,-1,-1,-8,0

A different layout for some results above:
MC4R antag cAMP | aDG glyco act | NOD2-RIPK2 inh | Granule exo inh | MC4R ag barr | ABCB6 inh MLPCN | Glyco luc inh | ABHD5 PLIN5 PPI | Vif inh | TLR9-MyD88 inh | Molecule
5 | -0.1 | 6 | 1 | -4.3 | 95 | -2 | -4 | -4 | -9 | CCN(CC(=O)Nc1ccccc1OC)C(=O)c1ccc(NC(=O)c2cccs2)cc1
11 | 0.0 | 3 | 3 | -2.4 | 99 | 2 | -3 | -6 | 4 | CCN(CC)CCCNC(=O)C1CCC(=O)N(c2ccc(OC)cc2)C1c1ccc(F)cc1 (configuration not stated)
-4 | 0.1 | -8 | -2 | 0.3 | 97 | 3 | 2 | 7 | -10 | Cc1[nH]c2ccccc2c1C(=O)CN1C(=O)NC2(CC(C)CC(C)(C)C2)C1=O (configuration not stated)

Going on with the list.
mol,MC4R antag cAMP,aDG glyco act,NOD2-RIPK2 inh,Granule exo inh,MC4R ag barr,ABCB6 inh MLPCN,Glyco luc inh,ABHD5 PLIN5 PPI,Vif inh,TLR9-MyD88 inh
O=C(NCc1ccncc1)C1CCN(S(=O)(=O)c2ccccc2)CC1,4,-0.3,-7,-3,-0.3,100,2,5,3,-4
CC(C)(C)CN1C(=O)C(=O)NC[C@H]1Cc1cccc2ccccc12,4,-0.1,-1,4,-0.5,98,-1,-7,6,1
Cc1[nH]n(C(N)=S)c(=O)c1N=Nc1cc(C(F)(F)F)ccc1Cl,5,0.0,-10,-7,0.2,93,1,0,-1,-9
CC(C)(C)S(=O)(=O)/C(C#N)=C/c1sccc1C1OCCO1,18,0.0,-4,-7,2.5,100,1,0,-4,1
